# USP2a inh = inhibitors of human ubiquitin-specific protease USP2a; O75604; USP2 core, Ub-CHOP2 coupled fluorogenic reporter, 485/531; Potency, µM (highest dose often 38.3 µM), for inactives: at the top dose activity change, negative = inhibition, usual class: inhibitors; 330,000 compounds, 0.01% hits; AID 463254;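 also: potency is read from the fitted curve at half-maximal effect; plate controls were DMSO wells for no effect and full inhibition by NEM control for full effect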
#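 Deubiquitinase activity read as fluorescence (485/531 nm) after Ub-CHOP2 cleavage activates the enterokinase reporter on its substrate; USP2 core 10nM, Ub-CHOP2 and substrate 25nM each, 30min compound preincubation then 60min RT; data normalized to NEM, curves fitted.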
# a7 integrin act = activates integrin-mediated alleviation for muscular dystrophy | alpha7betagal myoblasts, beta-gal FDG fluorescence, 48 h | Potency, µM (series often up to 38.3 µM), without a hit: top-dose activation, hits mostly activators | 350,000 compounds, 0.064% hits;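 also: potency is read from the fitted curve at half-maximal effect; 100% = response of the positive control SU9516; nearly all actives have a fitted effect of over 60% in size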
#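 Alpha7betagal+/- myoblasts (passage 13) were plated 16-24 hr, then exposed to compounds (1:260 dilution of DMSO stock) for 48 hours at 37C. After MPER lysis, β-galactosidase reporter activity was read as FDG fluorescence (ex 480/em 540) after 30 minutes.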
# BRCA1 expr act = increases BRCA1 expression; AID 624202; Potency, µM (doses to about 46.1 µM), without a hit: at the highest dose activation, hits mostly activators; 380,000 compounds, 1.1% hits; MCF7-BRCA1-FFLuc reporter, luminescence, 48 h; response scale: scaled: vehicle 0%, 10 µM genistein 100%; also: potency is read from the fitted curve at half-maximal effect; nearly all actives have a fitted effect of over 80% in size; some results filed as inactive show a strong effect at the top dose
#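 Using MCF7 cells harboring a BRCA1 firefly luciferase reporter, plated 2 h before compound pinning, the screen measured luminescence after 48 h incubation. Responses were normalized to DMSO and 10 microM genistein, then fitted for concentration-effect.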
# TRPV1 ag = activates the human vanilloid receptor TRPV1; TRPV1-expressing cells, Fluo-8 calcium influx, agonist mode; activation, % at 8.33 µM; Q8NER1; 320,000 compounds, 0.19% hits; in the data active = activation above about 80%; inconclusive = between about 30% and that limit; also: 0% is about no effect
# Target sequence (Q8NER1 whole entry, looked up): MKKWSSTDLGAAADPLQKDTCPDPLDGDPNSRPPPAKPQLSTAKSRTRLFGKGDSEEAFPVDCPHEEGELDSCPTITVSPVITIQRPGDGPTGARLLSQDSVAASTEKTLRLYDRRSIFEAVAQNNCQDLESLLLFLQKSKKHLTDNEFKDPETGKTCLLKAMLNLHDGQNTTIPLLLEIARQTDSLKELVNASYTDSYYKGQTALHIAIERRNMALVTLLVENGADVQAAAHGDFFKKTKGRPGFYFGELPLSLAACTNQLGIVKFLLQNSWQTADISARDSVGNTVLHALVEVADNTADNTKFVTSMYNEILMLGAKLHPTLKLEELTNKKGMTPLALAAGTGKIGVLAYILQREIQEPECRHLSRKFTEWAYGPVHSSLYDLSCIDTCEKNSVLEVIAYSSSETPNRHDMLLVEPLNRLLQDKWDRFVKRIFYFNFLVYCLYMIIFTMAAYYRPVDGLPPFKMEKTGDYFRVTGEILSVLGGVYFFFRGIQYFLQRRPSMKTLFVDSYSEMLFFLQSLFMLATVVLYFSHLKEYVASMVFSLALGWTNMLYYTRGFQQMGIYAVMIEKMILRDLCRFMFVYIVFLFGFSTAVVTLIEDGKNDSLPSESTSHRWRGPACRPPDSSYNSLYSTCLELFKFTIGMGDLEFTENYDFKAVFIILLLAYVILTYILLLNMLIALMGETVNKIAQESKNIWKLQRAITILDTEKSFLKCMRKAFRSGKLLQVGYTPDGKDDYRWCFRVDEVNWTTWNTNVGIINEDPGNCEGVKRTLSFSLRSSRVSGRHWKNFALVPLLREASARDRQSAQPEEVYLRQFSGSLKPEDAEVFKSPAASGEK
#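 Cells expressing TRPV1 were dye-loaded with Fluo-8 and read kinetically: 10 s baseline, 3 min after compound (agonist portion), then 2 min after EC20 capsaicin (allosteric enhancer portion). Calcium-bound dye fluorescence at 480/520 nm.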
# S-ASM inh = blocks human secretory acid sphingomyelinase; Potency, µM (titrated, usually from 57.5 µM), for inactives: at the highest dose activity change, negative = inhibition, usual class: inhibitors; 340,000 compounds, 0.006% hits; placental ASM, HMU-PC fluorogenic substrate, 60 min; P17405; also: potency is read from the fitted curve at half-maximal effect
#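 Human placenta-derived ASM enzyme was preincubated with compound for 10 minutes at room temperature, then given fluorogenic substrate HMU-PC0 (9 uM final) for 60 minutes at 37 °C; a pH 10 stop preceded fluorescence reading at Ex 386/Em 447 nm.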
# B2AR arrestin = beta2AR (human) beta-arrestin recruitment activity | P07550 | beta-arrestin recruitment to beta2AR, cell-based reporter | Potency, µM (series often up to 46.1 µM), for inactives: top-dose activation, usual class: activators | 330,000 compounds, 0.02% hits | AID 492947;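 also: potency is read from the fitted curve at half-maximal effect; 0% = DMSO controls and full agonism = EC100 isoproterenol or metaproterenol; nearly all actives have a fitted effect of over 65% in size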
# Eya2 inh = blocks the phosphatase activity of human Eya2; AID 488837; O00167; recombinant Eya2, OMFP fluorescence dephosphorylation (OMFP is methylfluorescein phosphate); 330,000 compounds, 0.006% hits; Potency, µM (titrated, usually from 76.9 µM), for the others: top-dose activity, negative = inhibition, usual class: inhibitors; also: potency is read from the fitted curve at half-maximal effect; % is scaled to controls: 0 for no effect and ±100 for the full control effect
#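 Eya2 (0.2 uM) preincubated 10 min at ambient with compound, then OMFP substrate added at 50 uM; 10 min reaction in 50 mM HEPES pH 7.5, 50 mM NaCl, 5 uM MgCl2, 0.05% BSA, 1 mM DTT. Fluorescence read at Ex 485/Em 525 nm.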
# PTAP TSG101 blk = blocks PTAP/TSG101 interaction to inhibit HIV-1 budding; 340,000 tested, under 10 active; Potency, µM (top dose mostly 115 µM), for the others: at the top dose activity change, negative = inhibition, most hits filed as inhibitors; Fluorescence polarization, FITC-PTAP peptide / Tsg101 binding; active = well fitted inhibition curve with a large enough effect in the main read-out, with a control signal flat, not every such curve was filed as active; inconclusive = small, poorly fitted or top-dose-only effect, or effect the other way, or a change in a side signal; inactive = no such curve, though single readings can be large or run the other way; also: potency is read from the fitted curve at half-maximal effect; % of control where 0% means no effect
#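 Steps: Tsg101 binding domain dispensed (10 uM final), compounds pinned in DMSO, FITC-labeled PTAP-motif peptide added (50 nM final); after 20 min binding at room temperature, polarization measured.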
# uPA generation = cell surface uPA generation inhibition. cell surface uPA generation assay, qHTS. Potency, µM (highest dose often 38.3 µM), inactives show at the top dose activity change, negative = inhibition, actives largely listed as inhibitors. 330,000 compounds, 0.31% hits. AID 540303; active = well fitted inhibition curve with a large enough effect; inconclusive = small, poorly fitted or top-dose-only effect; inactive = no such curve, though single readings can be large or run the other way; tested in mouse RAW 264.7 cells; also: potency is read from the fitted curve at half-maximal effect; % is scaled to controls: 0 for no effect and ±100 for the full control effect; nearly all actives have a fitted effect of over 55% in size
# p53 reactivation = restores transcriptional activity of mutant p53; 320,000 compounds, 0.063% hits; H1299 p53-A138V BP100-luciferase reporter, luminescence, 24 h; AID 504706; Potency, µM (highest dose often 92.2 µM), inactives show at the highest dose activity change, positive = activation, hits mostly activators; also: potency is read from the fitted curve at half-maximal effect; % of control where 0% means no effect; nearly all actives have a fitted effect of over 45% in size
#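 p53-null H1299 cells stably carrying temperature-sensitive p53-A138V and a BP100-luciferase reporter were pinned with compounds (4-point, 1:5 series) and held 24 hrs at 37 deg C. Luminescence was read 10 min after detection reagent.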
# ELG1 genotox = induces genotoxicity in HEK293T cells with luciferase-tagged ELG1. HEK293T ELG1-luciferase reporter, luminescence, 16 h. Potency, µM (series often up to 46 µM), without a hit: top-dose activity change, positive = activation, most hits filed as activators. 330,000 compounds, 1.3% hits. AID 504466; also: potency is read from the fitted curve at half-maximal effect; % of control where 0% means no effect; nearly all actives have a fitted effect of over 60% in size
#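 Reporter readout depends on ELG1 protein level, which increases with genetic stress. After 16 hr compound exposure at 37 °C, luciferase activity was quantified using ONE-Glo.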
# * marks the source's active call; other numbers are inactive results; ? = inconclusive; . = not tested or not shown; [ ] = remark or other dose. Unless noted, calls follow the shape of the dose curve; as a rule, active = well fitted curve in the direction sought with a large enough effect; inconclusive = small, poorly fitted or top-dose-only effect, or another doubt; inactive = no such curve, though single readings can be large; an effect the other way counts as inactive or inconclusive.
# Sample of the layout (eight entries):
SMILES,USP2a inh,a7 integrin act,BRCA1 expr act,TRPV1 ag,S-ASM inh,B2AR arrestin,Eya2 inh,PTAP TSG101 blk,uPA generation,p53 reactivation,ELG1 genotox
CN(C)C(CNC(=O)c1ccc2[nH]c(=O)c(=O)[nH]c2c1)c1ccco1 (stereo unspecified),1%,23%,-4%,0,-1%,-0.2%,-10%,0%,16%,0%,-2%
CCC1S/C(=C(\C#N)C(N)=O)N(c2ccc(F)cc2)C1=O (stereo unspecified),-1%,10%,-14%,2,1%,0.4%,-4%,-5%,-4%,1%,0%
COc1cccc(/C=C/C(=O)N2CC(C)OC(C)C2)c1OC (stereo unspecified),0%,5%,-93%,5,-1%,0.0%,1%,0%,0%,-7%,1%
COc1ccc2cc(C(=O)Nc3ccccc3)sc(=O)c2c1OC,1%,6%,-6%,?,23%,-0.2%,4%,-4%,0%,5%,16%
Cc1cccc(Nc2nc(NCC3CCCO3)nc(N)c2[N+](=O)[O-])c1 (stereo unspecified),0%,-12%,-15%,2,-4%,-0.2%,-5%,-5%,2%,-9%,7%
O=C(CSc1nc2nn(-c3ccccc3)c(=O)c-2c2n1CCCCC2)Nc1ccc(OC(F)F)cc1,-11%,5%,-30%,.,-18%,-0.2%,2%,0%,-13%,-5%,-4%
Cc1ccc(NC(=O)C(c2ccccc2)N2CCN(CC(=O)N3CCOCC3)CC2)cc1 (stereo unspecified),-1%,3%,0%,6,6%,-0.8%,1%,1%,-3%,?,8%
COC(=O)c1sc2ccccc2c1-n1cccc1C(=O)C(=O)Nc1ccc(C)cc1,-9%,0%,-17%,9,-8%,0.2%,11%,2%,3%,-2%,-1%

# Main list, repeating the preview:
SMILES,USP2a inh,a7 integrin act,BRCA1 expr act,TRPV1 ag,S-ASM inh,B2AR arrestin,Eya2 inh,PTAP TSG101 blk,uPA generation,p53 reactivation,ELG1 genotox
CN(C)C(CNC(=O)c1ccc2[nH]c(=O)c(=O)[nH]c2c1)c1ccco1 (stereo unspecified),1%,23%,-4%,0,-1%,-0.2%,-10%,0%,16%,0%,-2%
CCC1S/C(=C(\C#N)C(N)=O)N(c2ccc(F)cc2)C1=O (stereo unspecified),-1%,10%,-14%,2,1%,0.4%,-4%,-5%,-4%,1%,0%
COc1cccc(/C=C/C(=O)N2CC(C)OC(C)C2)c1OC (stereo unspecified),0%,5%,-93%,5,-1%,0.0%,1%,0%,0%,-7%,1%
COc1ccc2cc(C(=O)Nc3ccccc3)sc(=O)c2c1OC,1%,6%,-6%,?,23%,-0.2%,4%,-4%,0%,5%,16%
Cc1cccc(Nc2nc(NCC3CCCO3)nc(N)c2[N+](=O)[O-])c1 (stereo unspecified),0%,-12%,-15%,2,-4%,-0.2%,-5%,-5%,2%,-9%,7%
O=C(CSc1nc2nn(-c3ccccc3)c(=O)c-2c2n1CCCCC2)Nc1ccc(OC(F)F)cc1,-11%,5%,-30%,.,-18%,-0.2%,2%,0%,-13%,-5%,-4%
Cc1ccc(NC(=O)C(c2ccccc2)N2CCN(CC(=O)N3CCOCC3)CC2)cc1 (stereo unspecified),-1%,3%,0%,6,6%,-0.8%,1%,1%,-3%,?,8%
COC(=O)c1sc2ccccc2c1-n1cccc1C(=O)C(=O)Nc1ccc(C)cc1,-9%,0%,-17%,9,-8%,0.2%,11%,2%,3%,-2%,-1%
O=C(CCS(=O)(=O)c1ccccc1)NNC(=O)COc1ccc(F)cc1,6%,-30%,-16%,.,1%,-0.5%,-35%,-5%,12%,2%,-1%
O=C(N/N=C/c1cn(-c2cccs2)nc1-c1ccccc1)c1ccccc1O,-20%,-11%,-52%,-1,-17%,-0.8%,7%,1%,-16%,?,-2%
CCOc1cc(S(=O)(=O)NCCc2cccc(C)c2)c(OCC)cc1-n1cnnn1,-5%,21%,-1%,-3,0%,-0.2%,-25%,-5%,-3%,-9%,-7%
Cc1occc1C(=O)N/N=C/c1cccc2ccccc12,-1%,-6%,?,21,-3%,-0.5%,7%,-1%,-3%,?,7.3µM*
Cc1ccc(NC(=S)N2CCC(NC(=O)c3cccc(F)c3)CC2)cc1,0%,-17%,-10%,-2,2%,0.3%,1%,1%,0%,-7%,-5%
O=C(Nc1ccccc1)Nc1ccccc1Br,-1%,8%,19%,?,-2%,-0.9%,11%,0%,-1%,3%,?
COc1cccc(NC(=O)CN(C)C(=O)c2c(C)nn(-c3ccccc3)c2Cl)c1,1%,-2%,-3%,4,-2%,0.0%,0%,-3%,7%,-4%,1%
O=C(NC(=S)Nn1cnnc1)c1ccccc1Br,0%,11%,2%,1,6%,-1.6%,10%,-4%,16%,3%,0%
CCCN1CCN(C(=O)c2ccc(CS(=O)c3ccc(F)cc3)o2)CC1 (stereo unspecified),4%,-14%,-2%,0,-1%,-0.9%,4%,-3%,0%,0%,1%
COc1cccc(-c2nc(=S)c3c(o2)CCCC3)c1,2%,-4%,?,0,1%,0.2%,3%,-2%,-16%,22%,?
COC(=O)/C=C1\N/C(=N/c2nc(C)c3cc(OC)ccc3n2)NC1=O,0%,-40%,-24%,-1,17%,0.3%,-15%,-1%,-5%,?,-6%
COc1ccc(C(C)=O)cc1CSc1nc2cc(C(=O)O)ccc2c(=O)n1Cc1ccccc1,4%,15%,-3%,2,16%,-2.1%,4%,-4%,3%,-1%,2%
Cc1nn(C(C)C(=O)NCc2ccc(Cl)cc2)c(=O)c2cc3occc3n12 (stereo unspecified),4%,1%,5%,1,-3%,0.4%,5%,-2%,3%,-4%,1%
NC(=O)c1ccsc1NC(=O)c1ccc(S(=O)(=O)N2CCCCC2)cc1,-11%,-15%,81%,-5,-8%,-0.9%,10%,1%,-19%,?,?
COc1ccccc1NS(=O)(=O)c1cccc(C(=O)NNC(=O)c2ccc(NC(C)=O)cc2)c1,1%,6%,1%,-3,-3%,-0.9%,-11%,0%,5%,4%,-2%
CCCCOc1ccc(N(CC(=O)NCc2ccco2)C(=O)CCC(=O)Nc2nccs2)cc1,1%,-9%,-18%,2,-3%,-0.3%,-4%,1%,-7%,-2%,4%
Cc1ccc(C)c(-c2nc3ccc(N)cc3[nH]2)c1,-1%,-26%,-46%,1,90%[activator],0.3%,1%,-6%,-3%,5%,?
COc1ccccc1NS(=O)(=O)c1cc(NC(=O)C(C)C)ccc1N1CCCCC1,-1%,-29%,-19%,2,-14%,0.0%,1%,0%,14%,-4%,-9%
Cc1cccc(N(CC(=O)NCCSc2nc3ccccc3s2)S(=O)(=O)c2ccccc2)c1,-2%,.,.,2,.,-0.2%,-1%,.,.,-8%,-1%
O=C(NC(=S)Nc1ccc(Br)c(Cl)c1)C1CC1,1%,-35%,-33%,7,-9%,4.9%,-3%,-3%,-2%,14%,2%
Cc1ccc(-n2ncc(-c3nnc(SCC(=O)NC4CCCC4)o3)c2N)cc1C,2%,-41%,-10%,2,-10%,0.2%,-2%,0%,-8%,9%,-16%
Cn1c(N)c(Sc2ccc([N+](=O)[O-])cc2)c(=O)n(C)c1=O,-1%,?,-23%,-1,-1%,-0.6%,-5%,-2%,5%,-1%,-2%
CCC(=O)Nc1ccc(Cl)c(NC(=O)c2ccc(Br)o2)c1,1%,12%,22%,28,-3%,0.1%,-2%,-2%,-1%,1%,-1%
COc1ccc(CCC2(C)NC(=O)NC2=O)cc1 (stereo unspecified),3%,16%,44%,2,-2%,-0.1%,1%,0%,5%,0%,-1%
COc1cccc(CC2(CO)CCCN(C/C=C/c3ccccc3OC)C2)c1 (stereo unspecified),-7%,-31%,-32%,-10,-4%,7.5%,-8%,0%,0%,-1%,-9%
CCOc1ccc2oc(-c3ccccc3)c(C(=O)O)c2c1,3%,25%,-16%,-3,11%,-0.4%,9%,-6%,2%,-1%,-1%
CCCOc1ccc(C(=O)NNC(=S)NC(=O)c2cc(-c3ccccc3)nc3ccccc23)cc1,3%,5%,-11%,1,-11%,0.4%,1%,-3%,6%,-2%,0%
CN(C)CCNS(=O)(=O)c1ccc(N2CCc3ccccc32)c([N+](=O)[O-])c1,-2%,0%,-40%,1,-11%,-0.6%,2%,-2%,-2%,3%,-11%
